# Source: PubChem BioAssay (National Center for Advancing Translational Sciences (NCATS))
# L3MBTL1 block: blocks human L3MBTL1 | AID 485360 | hit rate 0.66% among 230,000 | Potency, µM (highest dose often 57.1 µM), without a hit: at the highest dose activity, negative = inhibition, most hits filed as inhibitors | Q9Y468 | AlphaScreen L3MBTL1–H3K9me1 peptide binding; further: potency means the concentration at half of the fitted maximal effect; on the % scale 0 is the no-effect control and ±100 the full control effect; nearly all actives have a fitted effect of over 60% in size
# Target sequence (Q9Y468 whole entry, looked up): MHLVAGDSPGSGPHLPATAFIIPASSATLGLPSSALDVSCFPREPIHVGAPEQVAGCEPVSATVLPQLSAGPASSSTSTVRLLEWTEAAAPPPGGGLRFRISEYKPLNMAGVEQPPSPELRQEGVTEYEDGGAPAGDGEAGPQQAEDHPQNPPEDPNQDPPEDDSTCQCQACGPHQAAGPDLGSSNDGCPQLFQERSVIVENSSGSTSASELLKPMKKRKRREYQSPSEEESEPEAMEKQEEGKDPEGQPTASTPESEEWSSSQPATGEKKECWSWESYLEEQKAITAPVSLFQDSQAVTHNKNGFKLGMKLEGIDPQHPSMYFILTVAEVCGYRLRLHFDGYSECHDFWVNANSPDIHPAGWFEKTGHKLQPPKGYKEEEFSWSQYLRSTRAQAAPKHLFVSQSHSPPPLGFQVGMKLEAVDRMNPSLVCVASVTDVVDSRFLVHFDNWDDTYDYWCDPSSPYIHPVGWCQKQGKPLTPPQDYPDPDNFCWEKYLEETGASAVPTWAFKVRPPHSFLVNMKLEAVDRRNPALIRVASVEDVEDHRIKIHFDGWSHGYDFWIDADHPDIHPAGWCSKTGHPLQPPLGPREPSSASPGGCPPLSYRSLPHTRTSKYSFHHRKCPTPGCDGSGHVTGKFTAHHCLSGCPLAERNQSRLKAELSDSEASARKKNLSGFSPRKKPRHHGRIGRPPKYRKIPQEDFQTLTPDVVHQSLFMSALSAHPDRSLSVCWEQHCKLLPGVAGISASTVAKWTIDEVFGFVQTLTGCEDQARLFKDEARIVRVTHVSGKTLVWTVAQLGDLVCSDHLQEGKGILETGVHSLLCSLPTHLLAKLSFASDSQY
#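 L3MBTL1 50 nM + b-AHA-H3(1-15)K9me1 75 nM, 30 min RT; compound added, 30 min RT; streptavidin donor/Ni-chelate acceptor beads 10 ug/mL each final, 30 min RT dark; AlphaScreen read.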
# CBFb-RUNX1 inh: CBF-beta/RUNX1 interaction disruption | Potency, µM (titrated, usually from 59.8 µM), for the others: at the top dose activity, negative = inhibition, most hits filed as inhibitors | 230,000 tested, under 10 active | AlphaScreen CBFb-His/RUNX1-biotin binding, biochemical; further: % of control where 0% means no effect
#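 Proteins preincubated together for 20 min at RT before compound addition; 15 min later, nickel and streptavidin beads were added and left 90 min prior to AlphaScreen measurement.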
# Epigenetic reg: epigenetic control regulation, reporter derepression. murine LDR cells, GFP reporter derepression, 30 h. Potency, µM (titrated, usually from 53.9 µM), inactives show at the highest dose GFP activation, most hits filed as activators. hit rate 0.2% among 280,000. AID 1865; further: potency means the concentration at half of the fitted maximal effect; % of control where 0% means no effect; nearly all actives have a fitted effect of over 60% in size
#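 Murine LDR cells bearing a silenced CMV-driven GFP reporter were exposed to compound for 30 h at 37 C. After PBS washes, GFP-positive cells (20-120 um objects) counted by laser-scanning microplate cytometry.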
# IMPase Li inh: cell-permeable IMPase inhibitors with lithium potentiation | Potency, µM (highest dose often 59.4 µM), for inactives: at the highest dose activity, negative = IMPase inhibition, usual class: inhibitors | CHO-M1 cells, IP1 TR-FRET (IP-One), carbachol + lithium | hit rate 0.35% among 210,000;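 further: IP1 builds up when IMPase is blocked and the TR-FRET signal falls; potency means the concentration at half of the fitted maximal effect; plate controls were basal vehicle for no effect and high inhibitor control for full effect; nearly all actives have a fitted effect of over 50% in size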
#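 Readout is a homogeneous TR-FRET IP1 immunoassay (Ex 320, Em 665 and 620), where raised cytosolic IP1 lowers signal. Cells were CHO-M1 treated 30 min at 37C with test compounds plus a little lithium; AC50 values came from Hill-equation fitting.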
# NPSR antagonist: antagonists of human neuropeptide S receptor cAMP signaling. Q6W5P4. CHO-NPSR cells, cAMP TR-FRET, antagonist mode. Potency, µM (doses to about 38.3 µM), inactives show at the top dose activity change, negative = inhibition, hits mostly inhibitors. hit rate 1% among 220,000. AID 1461; further: potency means the concentration at half of the fitted maximal effect; on the % scale 0 is the no-effect control and ±100 the full control effect; nearly all actives have a fitted effect of over 50% in size; many of its hits are not listed in these tables
# HttQ103 aggreg: mutant huntingtin aggregation inhibition; hit rate 1.1% among 220,000; Potency, µM (highest dose often 46.1 µM), for inactives: at the highest dose activity change, negative = inhibition, most hits filed as inhibitors; PC12 HttQ103-GFP aggregates, Acumen cytometry, 40 h; AID 1688; further: potency means the concentration at half of the fitted maximal effect; on the % scale 0 is the no-effect control and ±100 the full control effect; nearly all actives have a fitted effect of over 60% in size
#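 Using laser scanning cytometry, GFP-positive aggregates were counted after lysis of PC12 cells induced with 100 nM tebufenozide to express HTT exon 1 Q103–GFP. Compounds were tested in titration.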
# Luc counter: blocks Kinase-Glo luciferase, a counter-screen artifact. Kinase-Glo luciferase, ATP luminescence, 8 min. AID 1379. hit rate 0.28% among 200,000. Q27757. Potency, µM (series often up to 38.3 µM), without a hit: at the top dose activity change, negative = inhibition, actives largely listed as inhibitors; further: potency means the concentration at half of the fitted maximal effect; on the % scale 0 is the no-effect control and ±100 the full control effect; nearly all actives have a fitted effect of over 60% in size
#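 Kinase-Glo luciferase light output from ATP and luciferin was measured with 10 uM ATP, within the enzyme's linear range. Buffer: 50 mM imidazole pH 7.2, 50 mM KCl, 7 mM MgCl2, 0.01% Tween 20, 0.05% BSA; luminescence read after 8 min at ambient temperature.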
# Active calls of the source: *; ? = inconclusive; · = no result given; [ ] = dose if it differs, or a comment. The call rests on the fitted dose curve; in most records, active means well fitted curve in the direction sought with a large enough effect; inconclusive means small, poorly fitted or top-dose-only effect, or another doubt; inactive means no such curve, though single readings can be large; an effect the other way counts as inactive or inconclusive. Only part of the results is shown. The share of hits here may be higher or lower than overall.
# Second line of a record – L3MBTL1 block	CBFb-RUNX1 inh	Epigenetic reg	IMPase Li inh	NPSR antagonist	HttQ103 aggreg	Luc counter
CCOC(=O)c1nc(NCc2ccccc2C)c2ccccc2n1
 : ·	1%	1.1%	-6%	-30%	-20%	-2%
CC(C)CCn1c(N2CCOCC2)nc2c1c(=O)n(CC(N)=O)c(=O)n2C
 : 2%	4%	-1.2%	9%[38.3 µM]	-20%[46.1 µM]	13%[9.22 µM]	-3%
Cc1nccn1-c1ccc(C=O)cc1
 : 5%	3%	10%	1%	-5%	-21%[9.22 µM]	0%
CCCC[C@@H]1CNC(=S)N1CCCC
 : 12%	8%	-0.7%	1%	-19%	18%[9.22 µM]	·
CCc1cc2cc3c(cc2nc1SCC(=O)Nc1nnc(C)s1)OCCO3
 : 4%	2%	4.5%	13µM*	-7%[46.1 µM]	2%	1%
O=C(c1cccc(Cl)c1)N1CCN(Cc2ccncc2)CC1
 : 20%	-3%	-1.0%	2%	-19%[46.1 µM]	-6%	-1%
COc1cc2c(cc1OC)CN(Cc1cc(=O)n3cc(C)ccc3n1)CC2
 : 3%	1%	0.0%	-7%[38.3 µM]	4%[7.67 µM]	-11%	-2%
Nc1cc(OCC(F)(F)F)cc([N+](=O)[O-])c1
 : 4%	2%	3.9%	-3%	10%	-5%	-3%
COc1ccc(-n2nc3cc(C)c(NC(C)=O)cc3n2)cc1
 : 17%	5%	1.1%	-12%	-18%	·	-2%
CCCn1c(=N)n(CC(O)COc2ccc(C)cc2)c2ccccc21 (stereo unspecified)
 : -7%	2%	1.1%	·	?	-6%[9.22 µM]	·
COCCNc1c(-c2cc3ccc(C)c(C)c3[nH]c2=O)nc2ccccn12
 : -19%	-7%	0.2%	12%	26%	-23%[9.22 µM]	-2%
CCc1nc2ccccc2c(C(=O)NCc2ccc(OC)cc2)c1C
 : -23%	15%	6.5%	4%	-5%	4%	1%
Cc1cc(C(=O)NCCCN2CCCC2=O)no1
 : 1%	2%	0.0%	-7%	-5%[46.1 µM]	6%	3%
O=S(=O)(c1ccc(F)cc1)N1CN(Cc2ccco2)c2nc3ccccc3nc21
 : ·	3%	-3.1%	7%[38.3 µM]	-25%[46.1 µM]	3%[9.22 µM]	3%
N#Cc1nc(N2CCOCC2)nc(N2CCOCC2)n1
 : -3%	6%	-0.1%	-8%[38.3 µM]	17%[46.1 µM]	9%	-3%
COc1cccc(-c2csc(N3CCN(C(=S)Nc4ccccc4OC)CC3)n2)c1
 : -22%	-19%	-1.1%	22%[38.3 µM]	-7%[46.1 µM]	-4%	-1%
O=C(Nc1ccon1)c1cnc2sccn2c1=O
 : 7%	-3%	-1.0%	·	-1%[46.1 µM]	5%	·
CCc1ccc(NC(=O)C2CCN(S(=O)(=O)c3c(C)[nH]c(=O)[nH]c3=O)CC2)cc1
 : 2%	4%	0.0%	3%[38.3 µM]	-6%[46.1 µM]	9%	-2%
O=C(NCC1CCCO1)C(c1cccs1)N(Cc1ccccc1)C(=O)c1ccc(-c2ccccc2)[nH]1 (stereo unspecified)
 : -21%	2%	0.0%	3%	-53%	?	5%
CCOC(=O)c1sc2nc(C)nc(SCC(=O)N(CC)C3CCS(=O)(=O)C3)c2c1C (stereo unspecified)
 : -2%	15%	-1.1%	21%	5%	-12%	5%
O=C1CSC(c2cn(-c3ccccc3)nc2-c2cc3ccccc3o2)N1Cc1ccccc1 (stereo unspecified)
 : ·	1%	-2.1%	0%[38.3 µM]	?	-1%[9.22 µM]	1%
COc1cc(/C=N/NC(=S)NCC2CCCO2)cc(OC)c1OC (stereo unspecified)
 : -2%	-13%	0.0%	·	-1%	-2%[9.22 µM]	·
CN1/C(=C\C(=O)COC(=O)CNC(=O)c2ccccc2F)C(C)(C)c2ccccc21
 : 0%	1%	6.5%	-1%	7%	-15%	0%
O=C(O)CSc1nc2ccccc2o1
 : 2%	5%	-0.1%	-9%[38.3 µM]	-8%[46.1 µM]	11%	-1%
C[C@@H](C(=O)Nc1nc(-c2ccccn2)cs1)N1C(=O)C2CCCCC2C1=O (stereo partly specified)
 : ·	?	1.4%	3%[38.3 µM]	-6%[46.1 µM]	?	-2%
COc1ccc(C(=O)c2coc3ccc(O)c(CN4CCOCC4)c23)cc1
 : 10%	-1%	1.0%	6%	-11%[46.1 µM]	-27%	0%
Cc1ccc(C(=O)N2CCOCC2)cc1S(=O)(=O)Nc1cccc(C)c1C
 : 6%	8%	-1.2%	1%	-12%[46.1 µM]	-11%	-2%
O=C(Nc1ccc(Cl)c(C(F)(F)F)c1)N1CCCC(O)C1 (stereo unspecified)
 : 11%	19%	2.3%	-1%	19%[46.1 µM]	8%	-1%
CCOCCCNC(=O)C(NC(=O)c1ccc2c(c1)OCO2)c1ccc(OC)cc1 (stereo unspecified)
 : 17%	3%	-1.0%	·	-7%[46.1 µM]	-4%	·
CCOc1ccc2[nH]c(=O)c(CN(CCCN3CCOCC3)Cc3nnnn3Cc3ccc(OC)cc3)cc2c1
 : 9%	5%	0.8%	12%	19%	-8%[9.22 µM]	-5%
COC(=O)c1sc(NC(=O)CSc2nnc(Cn3nnc4ccccc43)n2C)nc1C
 : -1%	-1%	3.2%	-5%	23%	7%	2%
CCCCC(=NCCc1c(C)[nH]c2ccc(OC)cc12)C1=C(O)CC(c2ccccc2)CC1=O (stereo unspecified)
 : -11%	?	-0.1%	31%[activator]	-56%	-28%	8%
Clc1ccc(OCCCNCc2ccccc2)c(Br)c1
 : 6%	6%	-3.3%	29%[38.3 µM]	?	6%	-2%
CCOc1ccc(C2C=C(c3ccc(C)cc3)Nc3nnnn32)cc1 (stereo unspecified)
 : -2%	2%	-0.7%	1%[38.3 µM]	-17%[46.1 µM]	-17%	0%
CC(=O)COc1ccc2c(C)c(C)c(=O)oc2c1
 : 1%	3%	-1.2%	-15%[38.3 µM]	-11%[46.1 µM]	20%	-3%
Cc1ccccc1Nc1c(-c2ccc(N3CCOCC3)cc2)nc2cnccn12
 : ·	10%	-1.2%	·	-21%	20%[9.22 µM]	·
Cc1ccccc1CN1CCN(S(=O)(=O)c2cccs2)CC1
 : 7%	2%	-0.2%	8%	-2%	-7%[9.22 µM]	4%
NNC(=O)Cn1c(SCc2ccccc2)nc2ccccc21
 : ·	-1%	-1.4%	5%[38.3 µM]	-11%[46.1 µM]	-12%[9.22 µM]	-3%
O=C(NCc1ccccc1)NS(=O)(=O)c1ccccc1Cl
 : ·	-4%	3.6%	13%[38.3 µM]	-6%[46.1 µM]	-18%	0%
CN(C)c1nc(N)nc(-c2nc3ccccc3s2)n1
 : -3%	11%	0.9%	-1%	-6%[46.1 µM]	-3%	-7%

# Some entries already given, reduced to NPSR antagonist and HttQ103 aggreg.
smiles | NPSR antagonist | HttQ103 aggreg
COC(=O)c1sc(NC(=O)CSc2nnc(Cn3nnc4ccccc43)n2C)nc1C | 23% | 7%
CCCCC(=NCCc1c(C)[nH]c2ccc(OC)cc12)C1=C(O)CC(c2ccccc2)CC1=O (stereo unspecified) | -56% | -28%

# The listing continues.
# Second line of a record – L3MBTL1 block	CBFb-RUNX1 inh	Epigenetic reg	IMPase Li inh	NPSR antagonist	HttQ103 aggreg	Luc counter
Cc1ccc2nc(NC(=O)CSCC(=O)OCC(=O)c3ccc(Br)cc3)sc2c1
 : -5%	0%	0.0%	-8%[38.3 µM]	-5%[46.1 µM]	-8%	-1%
CCN(Cc1ccncc1)Cc1cn[nH]c1-c1ccc(OC)cc1F
 : -13%	17%	0.1%	15%	-8%	-7%[9.22 µM]	-7%
O=C(/C=C/c1ccco1)NC(=S)Nc1ccccc1N1CCOCC1
 : -12%	-22%	0.0%	19%[38.3 µM]	-27%[46.1 µM]	-7%	7%
O=C(CN1C(=O)C2C3C=CC(C4CC34)C2C1=O)Nc1cccc2ncccc12 (stereo unspecified)
 : -2%	1%	-3.5%	11%	-3%	6%[9.22 µM]	2%
CCOc1ccc(NC(=O)CSc2nc3ccccc3c(=O)n2Cc2cccs2)cc1
 : -4%	-5%	4.5%	5%	-7%	-14%	-2%
CC(=O)Cc1nsc(Nc2ccc3c(c2)OCCO3)n1
 : -10%	-1%	-4.0%	-26%[38.3 µM]	-21%[46.1 µM]	-21%	-20%
C/C(=N\Nc1nc2ccccc2[nH]1)c1ccc2c(c1)OCO2
 : ·	-16%	1.1%	9%	-24%	?	-4%
N#Cc1ccccc1CSc1nc2ccc(NC(=O)c3ccccc3C(=O)O)cc2s1
 : -22%	-8%	-1.1%	7%	-12%	8%[9.22 µM]	-1%
C(=C\c1ccccc1)/CSc1ccccn1
 : 84%[activator]	12%	1.1%	1%	-1%	-3%	-10%
CCOC(=O)N1CCC(NC(=O)CCc2nc(-c3ccc(C)cc3)no2)CC1
 : 26%	5%	6.1%	9%[38.3 µM]	-7%[46.1 µM]	-24%	0%
CCC1Oc2ccc(C)cc2N(CC(=O)NCC2COc3ccccc3O2)C1=O (stereo unspecified)
 : ·	1%	-1.2%	11%[38.3 µM]	-13%[46.1 µM]	0%	4%
CCOC(=O)C1=C(O)/C(=C/c2ccc(OCC(=O)O)c(OC)c2)SC1=Nc1ccc(OCC)cc1
 : 2%	-5%	-1.0%	-10%	?	2%	0%
N#C/C(=C\c1cccs1)C(=O)NCc1ccco1
 : 3%	0%	0.0%	-3%	-6%	2%	3%
COCCNC(=O)/C(C#N)=C/c1cccc(NC(=O)c2ccccc2Cl)c1
 : -6%	-2%	1.1%	7%	2%	-21%	-1%
O=C(CSc1ccc(Cl)cc1)Nc1cc(-c2nc3ncccc3o2)ccc1Cl
 : 3%	-1%	15%	9%	-11%	6%	3%
O=C(Nn1c(C2CCCCC2)nc2ccccc2c1=O)c1ccc([N+](=O)[O-])cc1Cl
 : 9%	9%	-1.8%	1%	-2%	-18%	3%
Cc1nn(CCC(=O)NNC(=S)Nc2ccccc2)c(C)c1Br
 : 0%	-2%	-0.1%	-7%	-21%	1%	-6%
Cc1ccc(/C=N/NC(=O)CSc2nc3ccccc3o2)cc1
 : 7%	1%	1.1%	-3%	2%	2%	-9%
CCOC(=O)N1CCC(Nc2c(-c3ccc(C)c(C)c3)c(=O)c2=O)CC1
 : -12%	3%	-1.1%	1%[38.3 µM]	?	-16%	-1%
CCCC(C(=O)NC1CCCCC1)N(Cc1ccco1)C(=O)CNS(=O)(=O)c1ccccc1 (stereo unspecified)
 : ·	4%	0.0%	11%[38.3 µM]	-9%[46.1 µM]	12%	-3%
COc1ccc(CN2CCN(c3ccccn3)CC2)cc1OCc1ccccc1
 : ·	-2%	-1.0%	20%[38.3 µM]	-6%[46.1 µM]	?	4%
